Sm TGR block = qHTS Assay for the Inhibitors of Schistosoma Mansoni Peroxiredoxins | 360,000 compounds, 3% hits | Schistosoma mansoni thioredoxin glutathione reductase (TGR), Q962Y6 | Potency, µM (series often up to 114 µM), inactives show top-dose activity change, negative = inhibition, most hits filed as inhibitors | purified TGR, DTNB reduction, TNB absorbance 405 nm; note: nearly all actives have a fitted effect of over 60% in size
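Kinetic colorimetric format: TGR-catalysed, NADPH-driven DTNB reduction monitored via TNB absorbance. Enzyme dispensed at 20 nM; compound exposure 15 min at room temperature before reaction start.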
HCV inhibitor = qHTS Assay for Inhibitors of Hepatitis C Virus (HCV); Huh7.5.1 HCVcc-Cre infection, luciferase reporter, 44 h; Potency, µM (top dose mostly 41.8 µM), inactives show at the highest dose activity change, negative = inhibition, hits mostly inhibitors; 340,000 compounds, 3.4% hits
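Cells (1,000/well) were plated 4 h before compound, then infected with HCVcc-Cre virus (~0.5 moi). After 44 h further culture, infection was read as luciferase luminescence following a 15 min substrate incubation at room temperature.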
TbPYK inhibitor = qHTS of Trypanosoma Brucei Inhibitors; AID 624173, 2012; 410,000 compounds, 0.12% hits; TbPYK enzyme, Kinase-Glo Plus ATP luminescence, 45 min; Potency, µM (doses to about 76.8 µM), for inactives: at the highest dose activity, negative = inhibition, hits mostly inhibitors; note: nearly all actives have a fitted effect of over 50% in size
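T. brucei PYK with substrate was exposed to pin-transferred compounds across a concentration series, then started with 130 uM ADP (final). After 45 min at room temperature, Kinase-Glo Plus luminescence was read, normalized and curve-fitted.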
Pf growth 96h = Primary qHTS for delayed death inhibitors of the malarial parasite plastid, 96 hour incubation | P. falciparum luciferase reporter growth, 96 h | Potency, µM (top dose mostly 28.7 µM), inactives show at the top dose activity change, negative = inhibition, hits mostly inhibitors | 320,000 compounds, 6.9% hits | AID 504834, 2011
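Readout is luminescence from an integrated firefly luciferase in P. falciparum. Red cells, 2% hematocrit and 0.05% parasitemia final, were cultured with compound through two parasite generations (96 hours) at 37 C, 5% CO2.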
LmPK inhibitor = qHTS Assay for Inhibitors of Leishmania Mexicana Pyruvate Kinase (LmPK); Q27686; purified LmPK, Kinase-Glo ATP luminescence, 1 h; 290,000 compounds, 0.37% hits; Potency, µM (series often up to 57.5 µM), without a hit: top-dose activity change, negative = inhibition, most hits filed as inhibitors
Target sequence (Q27686 whole entry, looked up): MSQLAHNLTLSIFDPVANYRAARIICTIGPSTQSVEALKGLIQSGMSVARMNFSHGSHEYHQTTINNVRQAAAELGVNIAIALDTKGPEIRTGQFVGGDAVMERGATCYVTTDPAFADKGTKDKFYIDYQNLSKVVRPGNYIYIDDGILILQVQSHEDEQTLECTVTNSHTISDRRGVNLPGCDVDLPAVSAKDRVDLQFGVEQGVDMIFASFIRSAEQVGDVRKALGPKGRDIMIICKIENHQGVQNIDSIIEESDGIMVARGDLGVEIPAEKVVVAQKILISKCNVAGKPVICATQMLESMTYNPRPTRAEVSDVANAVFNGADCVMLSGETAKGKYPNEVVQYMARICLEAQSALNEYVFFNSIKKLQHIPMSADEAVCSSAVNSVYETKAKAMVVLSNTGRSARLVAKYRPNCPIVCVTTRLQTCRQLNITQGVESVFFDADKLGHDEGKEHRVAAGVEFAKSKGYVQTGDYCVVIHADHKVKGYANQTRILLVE
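Purified LmPK (0.1 nM) with 0.5 mM PEP and 0.1 mM ADP in imidazole buffer pH 7.2 with MgCl2/KCl, 1 h at room temperature. ATP formed was read by luciferase luminescence and normalized to no-enzyme and uninhibited controls.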
Pf growth 48h = Primary qHTS for delayed death inhibitors of the malarial parasite plastid, 48 hour incubation | P. falciparum luciferase growth in erythrocytes, 48 h | Potency, µM (highest dose often 28.7 µM), for inactives: top-dose activity change, negative = inhibition, most hits filed as inhibitors | 310,000 compounds, 5.9% hits
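Luciferase-expressing P. falciparum in infected erythrocytes (2% hematocrit, 0.1% parasitemia final) in RPMI 1640/0.5% Albumax were exposed to compound for 48 hours at 37 C, 5% CO2; growth read as luminescence.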
Numbers without * were called inactive; [ ] = remark or other dose. Calls come from the whole dose curve; as a rule, active = well fitted curve in the direction sought with a large enough effect; inconclusive = small, poorly fitted or top-dose-only effect, or another doubt; inactive = no such curve, though single readings can be large; an effect the other way counts as inactive or inconclusive. % is set by controls: 0 for no effect and ±100 for the full control effect; potency is the fitted concentration of half-maximal effect. Outcome played no part in choosing rows; overall some 16% were active at least once.

CC(=O)c1cnc2ncnn2c1C was read as Sm TGR block -5%, HCV inhibitor -15%, TbPYK inhibitor 12%, Pf growth 96h -1%, LmPK inhibitor 1% and Pf growth 48h 27%.
O=C1CC(=C(c2ccccc2)c2ccccc2)C(=O)N1CCCN1CCN(c2cccc(Cl)c2)CC1 was read as Sm TGR block 2%, HCV inhibitor inconclusive, TbPYK inhibitor 2%, Pf growth 96h 3%[5.75 µM], LmPK inhibitor 8% and Pf growth 48h -17%.
Screening CCCNC(=O)C1(CC2CC(c3ccccc3)=NO2)CCN(C(=O)c2ccccc2)CC1 (stereo not given) returned Sm TGR block -9%, HCV inhibitor 5%, TbPYK inhibitor -3%, Pf growth 96h inconclusive and Pf growth 48h 12µM*.
CCc1c(C)n([O-])c2c([n+]1=O)CCC2 was read as Sm TGR block 3%, HCV inhibitor 17%, TbPYK inhibitor -6%, Pf growth 96h 3%, LmPK inhibitor -1% and Pf growth 48h 3%.
For CC(C)COc1ccc(C(=O)N/N=C/c2ccoc2)cc1 the results were Sm TGR block -27%, HCV inhibitor -6%, TbPYK inhibitor -2%, Pf growth 96h 5.9µM*, LmPK inhibitor -1% and Pf growth 48h 0%.
`COc1ccc(S(=O)(=O)CCC(=O)NCCc2ccc(Cl)cc2)cc1` gave Sm TGR block 2%, HCV inhibitor 15%, TbPYK inhibitor -5%, Pf growth 96h inconclusive and LmPK inhibitor 10%.
Screening COc1ccc(OC)c(CN(CCN2CCOCC2)C(=O)Nc2ccccc2)c1 returned Sm TGR block -2%, HCV inhibitor 1%, TbPYK inhibitor 3%, Pf growth 96h 39%[activator], LmPK inhibitor -4% and Pf growth 48h 20%.
`COC(=O)c1sccc1NC(=O)c1cc(-c2ccc(C)cc2)nc2ccccc12` gave Sm TGR block -31%, HCV inhibitor 13%, TbPYK inhibitor -12%, Pf growth 96h 34%[activator], LmPK inhibitor 3% and Pf growth 48h inconclusive.
Screening COCCNC(=S)N(CCc1c(C)[nH]c2ccc(C)cc12)Cc1ccco1 returned Sm TGR block 9%, HCV inhibitor inconclusive, TbPYK inhibitor -3%, Pf growth 96h inconclusive, LmPK inhibitor 3% and Pf growth 48h inconclusive.
COc1cc(C2=NOC(C(=O)NCc3ccc(F)cc3)C2)cc(OC)c1OC (stereo not given) was read as Sm TGR block 0%, HCV inhibitor inconclusive, TbPYK inhibitor -13%, LmPK inhibitor 4% and Pf growth 48h inconclusive.
Screening O=C(CSc1nnc(Nc2ccccc2)s1)Nc1cccnc1Cl returned Sm TGR block 1%, HCV inhibitor -21%, TbPYK inhibitor -6%, Pf growth 96h 48%[activator], LmPK inhibitor -7% and Pf growth 48h 11%.
S=C(NCc1ccco1)Nc1ccc(Cl)cc1Cl was read as Sm TGR block inconclusive, HCV inhibitor -14%, TbPYK inhibitor -5%, Pf growth 96h 33%[activator], LmPK inhibitor 0% and Pf growth 48h 73%[activator].

Four entries already listed, sorted by count of non-hydrogen atoms, smallest number first:
CC(=O)c1cnc2ncnn2c1C was read as Sm TGR block -5%, HCV inhibitor -15%, TbPYK inhibitor 12%, Pf growth 96h -1%, LmPK inhibitor 1% and Pf growth 48h 27%.
`COC(=O)c1sccc1NC(=O)c1cc(-c2ccc(C)cc2)nc2ccccc12` gave Sm TGR block -31%, HCV inhibitor 13%, TbPYK inhibitor -12%, Pf growth 96h 34%[activator], LmPK inhibitor 3% and Pf growth 48h inconclusive.
Screening CCCNC(=O)C1(CC2CC(c3ccccc3)=NO2)CCN(C(=O)c2ccccc2)CC1 (stereo not given) returned Sm TGR block -9%, HCV inhibitor 5%, TbPYK inhibitor -3%, Pf growth 96h inconclusive and Pf growth 48h 12µM*.
O=C1CC(=C(c2ccccc2)c2ccccc2)C(=O)N1CCCN1CCN(c2cccc(Cl)c2)CC1 was read as Sm TGR block 2%, HCV inhibitor inconclusive, TbPYK inhibitor 2%, Pf growth 96h 3%[5.75 µM], LmPK inhibitor 8% and Pf growth 48h -17%.

Continuation.
`CCOC(=O)N1CCc2c(sc(NC(=O)C3=COCCO3)c2C(N)=O)C1` gave Sm TGR block -16%, TbPYK inhibitor -3%, Pf growth 96h inconclusive, LmPK inhibitor -1% and Pf growth 48h inconclusive.
`O=c1cc(-c2ccccc2)nc2nc(-c3ccccc3)[nH]n12` gave Sm TGR block -8%, HCV inhibitor 8%, TbPYK inhibitor -3%, Pf growth 96h inconclusive, LmPK inhibitor -9% and Pf growth 48h 28%.
For Cc1ccc2c(c1)N(CCC(=O)N1CCC3(CC1)OCCO3)C(=O)CO2 the results were Sm TGR block 0%, HCV inhibitor 17%, TbPYK inhibitor inconclusive, LmPK inhibitor -3% and Pf growth 48h 22%.
O=C(COc1coc(CN2CCN(c3ccccc3F)CC2)cc1=O)NCC1CCCO1 (stereo not given) was read as Sm TGR block 2%, HCV inhibitor 18%, TbPYK inhibitor -1%, Pf growth 96h inconclusive and Pf growth 48h 4%.
O=C1/C(=C\c2cccnc2)N2CCC1CC2 was read as Sm TGR block 2%, HCV inhibitor 7%, TbPYK inhibitor -4%, Pf growth 96h 9.3µM*, LmPK inhibitor -1% and Pf growth 48h inconclusive.
Screening O=[N+]([O-])c1ccc(Cl)c(/C=N/NC(=S)Nc2ccccc2)c1 returned Sm TGR block 14%, HCV inhibitor 13%, TbPYK inhibitor -28%, Pf growth 96h inconclusive, LmPK inhibitor -2% and Pf growth 48h inconclusive.
`Cc1nc2ccc(NC(=O)c3sccc3C)cc2s1` gave Sm TGR block 4%, HCV inhibitor -6%, TbPYK inhibitor -7%, Pf growth 96h 170%[activator], LmPK inhibitor -19% and Pf growth 48h 90%[activator].
For CCOC(=O)CN1C(=O)NC(C)(c2ccc(OC(F)F)cc2)C1=O (stereo not given) the results were Sm TGR block -1%, HCV inhibitor -4%, TbPYK inhibitor -5%, Pf growth 96h -6%, LmPK inhibitor 1% and Pf growth 48h 5%.
`N#Cc1cccc(Cn2nnc(-c3ccccc3)n2)c1` gave Sm TGR block 6%, HCV inhibitor 2%, TbPYK inhibitor -4%, LmPK inhibitor 1% and Pf growth 48h 6%.
CN(CC1COc2ccccc2O1)C(=O)c1ccc(Cl)c(S(=O)(=O)N2CCCCCC2)c1 (stereo not given) was read as Sm TGR block -25%, HCV inhibitor inconclusive, TbPYK inhibitor -2%, Pf growth 96h inconclusive and Pf growth 48h inconclusive.
COc1cccc(NC(=O)C2CCCN(S(=O)(=O)c3ccc(-n4cnnn4)cc3)C2)c1 (stereo not given) was read as Sm TGR block -3%, HCV inhibitor -29%, TbPYK inhibitor 4%, Pf growth 96h inconclusive, LmPK inhibitor 0% and Pf growth 48h inconclusive.
CCCCn1c(=O)cc(N2CCOCC2)[nH]c1=O was read as Sm TGR block 5%, HCV inhibitor 5%, TbPYK inhibitor -12%, Pf growth 96h 22%, LmPK inhibitor 2% and Pf growth 48h 9%.
Cc1cccc(OCCCC(=O)Nc2ccc(Br)cc2)c1 was read as Sm TGR block 0%, HCV inhibitor inconclusive, TbPYK inhibitor -1%, Pf growth 96h 16%, LmPK inhibitor 7% and Pf growth 48h 10%.
`CCC1(CC)Cc2ccccc2C(CC(=O)N2CCOCC2)=N1` gave Sm TGR block 6%, HCV inhibitor 7%, TbPYK inhibitor -18%, Pf growth 96h inconclusive and LmPK inhibitor 6%.
CC(=O)c1ccc(NC(=O)c2cc(C)no2)cc1 was read as Sm TGR block -3%, HCV inhibitor 8%, TbPYK inhibitor 23%, Pf growth 96h 7%, LmPK inhibitor 4% and Pf growth 48h 44%[activator].
`CCOC(=O)Cc1csc(NC(=O)CN2CCN(CC)CC2)n1` gave Sm TGR block -4%, HCV inhibitor 7%, TbPYK inhibitor 0%, Pf growth 96h inconclusive, LmPK inhibitor 4% and Pf growth 48h 0%.
`Cc1cc(NS(=O)(=O)c2ccc(N3C(=O)C4C5C=CC(C5)C4C3=O)cc2)nc(C)n1` (stereo not given) gave Sm TGR block 2%, HCV inhibitor 36%[activator], TbPYK inhibitor -15%, Pf growth 96h inconclusive, LmPK inhibitor 2% and Pf growth 48h -9%.
CC1(C)Cc2ccccc2C(N/N=C/c2cccc(F)c2)=N1 was read as Sm TGR block 0%, HCV inhibitor -23%, TbPYK inhibitor 11%, Pf growth 96h 32%, LmPK inhibitor -6% and Pf growth 48h 3%.
CCOc1cc(Cl)c(S(=O)(=O)NCc2ccccn2)cc1Cl was read as Sm TGR block -2%, HCV inhibitor -1%, TbPYK inhibitor 0%, LmPK inhibitor -1% and Pf growth 48h 8%.
`O=C(CNC(=O)c1ccccc1)NCc1nc2ccccc2[nH]1` gave Sm TGR block 2%, HCV inhibitor 13%, TbPYK inhibitor 1%, Pf growth 96h 4% and Pf growth 48h 4%.
O=C(COC(=O)CNC(=O)c1ccccc1F)Nc1ccc2[nH]c(=O)[nH]c2c1 was read as Sm TGR block -7%, HCV inhibitor 34%[activator], TbPYK inhibitor 6%, Pf growth 96h 8% and Pf growth 48h 4%.
`Clc1ccc(CSc2nnc(/C=C/c3ccccc3)o2)c(Cl)c1` gave Sm TGR block 2%, HCV inhibitor -4%, TbPYK inhibitor -7%, Pf growth 96h 34%[activator], LmPK inhibitor 0% and Pf growth 48h 7%.
CCC(CO)n1c(SCc2cc(=O)oc3cc(C)ccc23)nc2ccccc2c1=O (stereo not given) was read as Sm TGR block -8%, HCV inhibitor inconclusive, TbPYK inhibitor -1%, LmPK inhibitor 3% and Pf growth 48h 7%.
Screening Cc1occc1-c1nnc(SCC(=O)NCc2ccc3c(c2)OCO3)n1CC(C)C returned Sm TGR block 0%, HCV inhibitor -6%, TbPYK inhibitor 6%, Pf growth 96h 12%, LmPK inhibitor 2% and Pf growth 48h 2%.
Screening COc1cccc(-c2nn(C)c3sc(C(=O)NCc4ccc5c(c4)OCO5)cc23)c1 returned Sm TGR block -5%, HCV inhibitor 14µM*, TbPYK inhibitor 0%, Pf growth 96h 28% and LmPK inhibitor 8%.
For O=C(COC(=O)c1c2c(nc3ccccc13)/C(=C/c1ccco1)CC2)NC1CCCC1 the results were Sm TGR block 5µM*, HCV inhibitor inconclusive, TbPYK inhibitor -12%, Pf growth 96h inconclusive, LmPK inhibitor -1% and Pf growth 48h -19%.
For Clc1ccccc1Nc1nnc(-c2ccncc2)s1 the results were Sm TGR block 1%, HCV inhibitor -19%, TbPYK inhibitor inconclusive, Pf growth 96h 22%, LmPK inhibitor 4.5µM* and Pf growth 48h 76%[activator].
For Cn1c(SCC(=O)N2CCCCC2)nc2c(c1=O)SCC2 the results were Sm TGR block 6%, HCV inhibitor -22%, TbPYK inhibitor -3%, Pf growth 96h -11%, LmPK inhibitor -8% and Pf growth 48h -1%.
Screening O=C(/C=C/c1ccco1)N(Cc1ccccc1F)C1CCS(=O)(=O)C1 (stereo not given) returned Sm TGR block 10µM*, HCV inhibitor 10%, TbPYK inhibitor -5%, Pf growth 96h inconclusive, LmPK inhibitor 0% and Pf growth 48h -1%.
Screening CCCCCCC1/C(=N/O)CCC1C(=O)OC (stereo not given) returned Sm TGR block 4%, HCV inhibitor -4%, TbPYK inhibitor 7%, Pf growth 96h 2%, LmPK inhibitor 3% and Pf growth 48h 3%.
`COc1cc(-c2nc(-c3ccccc3)c(-c3ccc(F)cc3)[nH]2)cc2c1OCO2` gave Sm TGR block -17%, HCV inhibitor inconclusive, TbPYK inhibitor -2%, Pf growth 96h 40%[activator], LmPK inhibitor -3% and Pf growth 48h inconclusive.

Bioassay records from PubChem.
